Screening data (PubChem BioAssay)
GPT2 inh = blocks human glutamate pyruvate transaminase 2; Q8TD30; Recombinant GPT2, coupled pyruvate oxidase/HRP Amplex Red fluorescence; Potency, µM (highest dose often 57.7 µM), inactives show at the top dose activity change, negative = inhibition, hits mostly inhibitors; 100,000 tested, 0.25% active; AID 1671188; also: potency is read from the fitted curve at half-maximal effect; nearly all actives have a fitted effect of over 60% in size; many of its hits are not listed in these tables
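GPT2 10ng/uL, a-KG 250uM, L-Ala 2mM, HEPES pH7.5 + 0.0001% Tween; 30 min RT. Then Amplex mix (PO/HRP/ThPP), 30 min RT dark, fluorescence. AOA 50uM used as positive control.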
HEK293 tox = kills HEK 293 cells; Potency, µM (series often up to 115 µM), for the others: at the top dose activity change, negative = cytotoxicity, most hits filed as inhibitors; 94,000 tested, 6.6% active; HEK 293 viability, ATP luminescence (CellTiter-Glo), 48-72 h; also: potency is read from the fitted curve at half-maximal effect; nearly all actives have a fitted effect of over 60% in size
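250 HEK 293 cells/well; compound by pintool; incubated 48 or 72 hr at 37 degree Celsius; CellTiter-Glo added, 10 min RT, luminescence imaged.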
NIH3T3 tox = NIH 3T3 cell cytotoxicity; NIH 3T3 viability, CellTiter-Glo ATP luminescence, 48-72 h; Potency, µM (series often up to 96.7 µM), inactives show top-dose activity change, negative = cytotoxicity, actives largely listed as inhibitors; AID 1345082; 94,000 tested, 4.3% active; also: potency is read from the fitted curve at half-maximal effect; nearly all actives have a fitted effect of over 55% in size
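Cytotoxicity was measured by CellTiter-Glo ATP luminescence after 48 or 72 h compound exposure at 37 °C. Mouse NIH 3T3 fibroblasts were seeded at 400 cells/well and dosed by 23 nL pin transfer.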
FLuc inh = inhibitors of firefly (Photinus pyralis) luciferase. purified P. pyralis luciferase, luminescence, biochemical. Potency, µM (titrated, usually from 115 µM), for inactives: top-dose activity change, negative = inhibition, usual class: inhibitors. P08659. 76,000 tested, 2.5% active; also: potency is read from the fitted curve at half-maximal effect; nearly all actives have a fitted effect of over 65% in size
Target sequence (P08659 whole entry, looked up): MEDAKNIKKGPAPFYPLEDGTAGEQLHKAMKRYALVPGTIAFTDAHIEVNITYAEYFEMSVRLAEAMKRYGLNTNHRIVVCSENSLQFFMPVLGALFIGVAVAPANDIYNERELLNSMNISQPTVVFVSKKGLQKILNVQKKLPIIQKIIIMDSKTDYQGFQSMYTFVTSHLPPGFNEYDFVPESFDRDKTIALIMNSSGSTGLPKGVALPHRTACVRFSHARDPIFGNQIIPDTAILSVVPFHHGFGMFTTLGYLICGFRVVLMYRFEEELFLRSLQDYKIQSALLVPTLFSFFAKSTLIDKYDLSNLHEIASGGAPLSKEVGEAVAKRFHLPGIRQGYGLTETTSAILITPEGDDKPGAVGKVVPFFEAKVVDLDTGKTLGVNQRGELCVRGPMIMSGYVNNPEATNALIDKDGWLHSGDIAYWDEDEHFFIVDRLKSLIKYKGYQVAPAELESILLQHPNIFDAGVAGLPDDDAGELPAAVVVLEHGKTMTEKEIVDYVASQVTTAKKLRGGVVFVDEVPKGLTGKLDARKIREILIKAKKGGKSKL
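Purified P. pyralis luciferase (10nM final) in 50mM Tris acetate pH 7.5, 10mM Mg acetate, 0.01% Tween-20, 0.05% BSA with 10uM D-luciferin and 10uM ATP. Compounds titrated qHTS. Luminescence imaged on CCD.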
SNCA expr inh = reduces expression of the alpha-synuclein gene | HEK-293 SNCA-luciferase knock-in, luminescence, 24 h | Potency, µM (titrated, usually from 57.2 µM), for inactives: at the highest dose activity change, negative = inhibition, hits mostly inhibitors | 140,000 tested, 0.17% active | AID 1671194;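 also: potency is read from the fitted curve at half-maximal effect; plate controls were DMSO cells for no effect and cell-free wells for full effect; nearly all actives have a fitted effect of over 45% in size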
HEK293 viab = counter-screen for SNCA expression inhibitors: cell viability; HEK-293-SNCA-luc viability, GF-AFC fluorescence, 24 h; Potency, µM (highest dose often 57.1 µM), without a hit: top-dose activity change, negative = cytotoxicity, usual class: cytotoxic; 150,000 tested, 0.12% active;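 also: potency is read from the fitted curve at half-maximal effect; 0% = DMSO-treated cells and -100% = medium-only wells without cells; nearly all actives have a fitted effect of over 30% in size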
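Cytotoxicity counterscreen: after 24 h compound treatment of genome-edited SNCA-luciferase HEK-293 cells, live-cell protease substrate GF-AFC read by fluorescence after 30 min; activity scaled between DMSO (0%) and medium-only (-100%), curves Hill-fitted.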
IP6K1 inhibitor = inhibitors of human IP6K1. Q92551. IP6K1 kinase, ADP-Glo luminescence, 2 h; stronger effect = lower value. activity change, % (series mostly up to about 58 µM). 140,000 tested, 0.81% active. AID 1645851; in the data active = activity change below about -25%
Target sequence (Q92551 whole entry, looked up): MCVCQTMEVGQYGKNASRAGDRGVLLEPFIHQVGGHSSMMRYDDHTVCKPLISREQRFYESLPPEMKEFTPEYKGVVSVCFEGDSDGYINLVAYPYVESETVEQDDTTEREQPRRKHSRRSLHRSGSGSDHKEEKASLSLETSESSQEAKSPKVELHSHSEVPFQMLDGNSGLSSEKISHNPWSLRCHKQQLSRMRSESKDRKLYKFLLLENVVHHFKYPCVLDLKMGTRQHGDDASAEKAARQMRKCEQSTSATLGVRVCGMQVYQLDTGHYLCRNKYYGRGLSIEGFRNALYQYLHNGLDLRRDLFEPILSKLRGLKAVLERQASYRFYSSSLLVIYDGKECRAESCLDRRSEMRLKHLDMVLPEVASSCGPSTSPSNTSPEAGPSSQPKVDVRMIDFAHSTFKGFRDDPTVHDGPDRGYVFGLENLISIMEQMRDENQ
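ADP-Glo luminescence measures ADP made by human IP6K1 during a 2 h RT reaction with ATP/IP6 (mix at 1.3 mM/130 uM); top library doses 57.5 and 19.1 uM final.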
Starred values were filed as active, the others as inactive; i = inactive; ? = inconclusive; / = not tested or not shown; [ ] = another dose, or the depositor's remark. Unless noted, calls follow the shape of the dose curve; as a rule, active = well fitted curve in the direction sought with a large enough effect; inconclusive = small, poorly fitted or top-dose-only effect, or another doubt; inactive = no such curve, though single readings can be large; an effect the other way counts as inactive or inconclusive. Unless noted, % is scaled to controls: 0 for no effect and ±100 for the full control effect. Not all compounds are listed. The share of hits here may be higher or lower than overall.

1	Cn1cccc1C(=O)N1CCOCC1CC(=O)N1CCSCC1 (stereo unspecified)
2	COc1cc(-c2onc(C)c2C(=O)NCCC(c2ccccc2)c2ccccc2)cc(OC)c1OC
3	Cc1ccc(CCNC(=O)CCn2nc(-c3ccccc3)ccc2=O)cc1
4	Cc1noc(-c2cn(C3CCCN(C(=O)c4ccc5[nH]ccc5c4)C3)nn2)n1 (stereo unspecified)
5	O=c1[nH]c(N2CCOCC2)nc2c1CCN(Cc1ccccc1F)CC2

Assay by compound	1	2	3	4	5
GPT2 inh	-6%	-10%	/	i	i
HEK293 tox	i	35µM*	/	2%	?
NIH3T3 tox	-5%	?	/	-28%	?
FLuc inh	-1%	2%	/	14%	15%
SNCA expr inh	?	-3%	38%[activator]	55%[activator]	-9%
HEK293 viab	-14%	4%	-5%	0%	4%
IP6K1 inhibitor	6	-6	-9	0	4

6	CNCc1sc2ccccc2c1C
7	CC(=O)NC1CCN(C(=O)c2coc(COc3ccc4c(c3)OCO4)n2)C1 (stereo unspecified)
8	CC(=O)NCCn1c(SCC(=O)Nc2ccc(C)cc2)nc2ccccc2c1=O
9	O=C(Nc1nnc(-c2cc(Cl)ccc2Cl)o1)c1ccc2c(c1)OCCO2
10	CC(=O)N1C[C@@H](NC(=O)Nc2ccc(F)cc2F)C[C@H]1C(=O)N[C@H](Cc1c[nH]c2ccccc12)C(N)=O

Assay by compound	6	7	8	9	10
GPT2 inh	i	3%	/	/	?
HEK293 tox	-9%[230 µM]	-6%	/	/	-14%
NIH3T3 tox	-16%[174 µM]	-11%	/	/	-10%
FLuc inh	/	0%	/	/	-2%
SNCA expr inh	6%[87.6 µM]	40%[activator]	-16%	-3%	-28%
HEK293 viab	4%[87.6 µM]	-2%	5%	-12%	9%
IP6K1 inhibitor	-3	24	33	17	5

11	COC(=O)c1ccc(NC(=O)N2CCC3(CC2)N(CC2CC2)C(=O)CS3=O)cc1 (stereo unspecified)
12	O=C(CNC(=O)c1ccccc1)OCc1cc(=O)n2nc(C3CCCCC3)sc2n1
13	Cc1ccccc1C(=O)N1CCC(c2nc3ccccc3s2)CC1
14	O=C1Nc2ccc(Br)cc2C(=O)N2CCN(C(=O)c3ccccc3)C[C@H]12
15	CC1(CO)CCCC2(C)C3COC(=O)C3=CC(O)C12 (stereo unspecified)

Assay by compound	11	12	13	14	15
GPT2 inh	i	/	/	-23%[88.5 µM]	4%
HEK293 tox	4%	/	/	-22%[172 µM]	/
NIH3T3 tox	-1%	/	/	?	/
FLuc inh	0%	/	/	9%[172 µM]	/
SNCA expr inh	9%	-8%	13%	5%[87.6 µM]	/
HEK293 viab	8%	-11%	6%	4%[87.6 µM]	13%
IP6K1 inhibitor	7	-6	-11	-2	-4

16	COc1ccc(C(=O)N2CCCC2c2noc(COc3ccc(F)cc3)n2)cn1 (stereo unspecified)
17	COc1cccc(CNC(=O)c2ccc3c(c2)N(Cc2ccc(F)cc2Cl)C(=O)c2ccccc2S3)c1
18	O=C(NCCc1ccc(F)cc1)C1CCCCN1Cc1ccc(-c2ccsc2)cc1 (stereo unspecified)
19	CN[C@H](C(=O)N[C@@H]1C=C(C(=O)N[C@H](CC(C)C)C(N)=O)C[C@@H](O)[C@@H]1O)C(C)C
20	Cc1ccccc1CN1CCC2(CC1)OCCN(CCc1ccccc1)C2=O

Assay by compound	16	17	18	19	20
GPT2 inh	-10%	/	i	2%[88.5 µM]	-7%[88.5 µM]
HEK293 tox	?	/	35µM*	i	?
NIH3T3 tox	-27%	/	32µM*	i	?
FLuc inh	-7%	/	/	0%[172 µM]	1%[172 µM]
SNCA expr inh	-21%	-15%	-23%	27%[87.6 µM]	-17%[87.6 µM]
HEK293 viab	-30%	-6%	-27%	-1%[87.6 µM]	-1%[87.6 µM]
IP6K1 inhibitor	-10	2	10	-9	0

21	COc1ccc(C2=C(C)C(=O)N(Cc3ccc(C(=O)Nc4cccc(F)c4)cc3)S2(=O)=O)cc1
22	Cn1cc(S(=O)(=O)N2CCCCCC2)cc1C(=O)N1CCN(c2ccc(F)cc2)CC1
23	COc1ccc(OC)c(NC(=O)c2cnc(N3CCCCC3)c3ccccc23)c1
24	Cc1cc(Nc2sc(C(=O)c3ccc(F)cc3)c(N)c2C(=O)Nc2ccc(F)cc2)ccc1Cl
25	COc1cc(NC(=O)c2c3c(nc4ccccc24)C(=O)N(C2CCCCC2)C3)cc(OC)c1

Assay by compound	21	22	23	24	25
GPT2 inh	/	/	/	/	/
HEK293 tox	/	/	/	/	/
NIH3T3 tox	/	/	/	/	/
FLuc inh	/	/	/	/	/
SNCA expr inh	?	10%	-2%	?	?
HEK293 viab	2%	-6%	-3%	?	-1%
IP6K1 inhibitor	-9	3	25	-6	39

26	Cc1ccc(N(CC(=O)N2CCN(c3ccc(F)cc3)CC2)S(=O)(=O)c2c(C)noc2C)cc1
27	O=C(CN1C(=O)COc2ccc(Cl)cc21)Nc1cccc(F)c1
28	Cc1ccc(-c2ncc(C(=O)Nc3ccccc3C)c(-c3ccncc3)n2)cc1
29	Cc1ccc(OCc2nc(C3CN(C(=O)C4CCCO4)C3)no2)cc1 (stereo unspecified)
30	C=C(C)C(=O)O[C@H]1C[C@@](C)(O)C(=O)CC(O)/C(C)=C\[C@H]2OC(=O)C(=C)[C@H]12 (stereo partly specified)

Assay by compound	26	27	28	29	30
GPT2 inh	/	/	-19%	i	?
HEK293 tox	/	/	?	?	/
NIH3T3 tox	/	/	?	-27%	/
FLuc inh	/	/	8%	-8%	/
SNCA expr inh	-30%	-21%	-4%	-7%	/
HEK293 viab	-4%	-9%	-25%	9%	-26%
IP6K1 inhibitor	-2	-7	9	8	5

31	CCOc1ccc(C(=O)N2CC(c3nnc(C(C)C)o3)C3(CCOCC3)C2)cc1 (stereo unspecified)
32	O=C(C(=O)N1CCc2[nH]nc(-c3cccc4ccccc34)c2C1)c1cccnc1
33	Cc1n[nH]c(C)c1CNC(=O)C1CCN(c2cn[nH]c(=O)c2)C1 (stereo unspecified)
34	O=C(NCc1nnc2n1C(C(=O)NC1CC1)CC2)c1ccncc1 (stereo unspecified)
35	COc1cccc(-c2cc(C(=O)N3CCOCC3)c3cnn(C)c3n2)c1

Assay by compound	31	32	33	34	35
GPT2 inh	i	?	-1%	-10%	/
HEK293 tox	-4%	-13%	i	-9%	0%
NIH3T3 tox	-14%	-13%	-2%	-4%	-17%
FLuc inh	-11%	5%	4%	/	/
SNCA expr inh	-3%	-16%	-25%	12%	/
HEK293 viab	4%	-1%	13%	2%	/
IP6K1 inhibitor	13	-7	14	19	-3

36	Cc1ccc(CNC(=O)CC2Oc3ccc(Cl)cc3NC2=O)cc1 (stereo unspecified)
37	Cn1c(CO[C@H]2CN(Cc3ccc4c(c3)OCCO4)C[C@H]2F)nc2ccccc21
38	Nc1nc(C2CC(NC(=O)Cc3noc4ccccc34)C2)cc(=O)[nH]1 (stereo unspecified)
39	O=C(Nc1ccc(=O)n2c1[C@@H]1C[C@@H](CN(C(=O)c3ccc(F)cc3)C1)C2)c1ccc2c(c1)OCO2
40	Cc1nn2c(c1-c1ccccc1OCc1ccccc1)N(C(=O)c1ccn(C)n1)CCC2

Assay by compound	36	37	38	39	40
GPT2 inh	/	0%[88.5 µM]	-7%	-4%	4%[88.5 µM]
HEK293 tox	/	?	-26%	-3%	-18%[172 µM]
NIH3T3 tox	/	89µM*	-1%	0%	?
FLuc inh	/	-12%[172 µM]	2%	13%	-14%[172 µM]
SNCA expr inh	?	?	4%	15%	-4%[87.6 µM]
HEK293 viab	-14%	-7%[87.6 µM]	3%	-1%	7%[87.6 µM]
IP6K1 inhibitor	-14	3	0	15	9

41	c1ccc(C(c2ccccc2)N2CCN(Cc3nc(-c4ccccn4)no3)CC2)cc1
42	COc1ccc(NC(=O)O[C@@H]2CO[C@H]3[C@@H]2OC[C@@H]3NS(=O)(=O)c2cccc3cccnc23)cc1
43	COc1cccc(CNC(=O)CCC2CCN(C(=O)c3ccccc3F)CC2)c1
44	CC(=O)N(Cc1cccnc1)c1nc2c(C)cccc2s1
45	O=C(Nc1ccc(F)c(F)c1)C(c1ccccc1)N1Cc2ccccc2C1=O (stereo unspecified)

Assay by compound	41	42	43	44	45
GPT2 inh	3%	-28%	i	/	/
HEK293 tox	?	-16%	?	/	/
NIH3T3 tox	?	-23%	-18%	/	/
FLuc inh	8%	-8%	0%	/	/
SNCA expr inh	-8%	24%	31%[activator]	4%	-15%
HEK293 viab	-9%	-7%	3%	-8%	?
IP6K1 inhibitor	11	3	32	-11	9

46	CN(C)c1nccnc1OC1CCN(C(=O)c2ccoc2)C1 (stereo unspecified)
47	CC1CCN(C(=O)c2ccccc2OCC2CCCN(Cc3nccs3)C2)CC1 (stereo unspecified)
48	O=C1CN(C(=O)C2CCCC2)CC(O)CN1CCCc1ccccc1 (stereo unspecified)
49	CCCCC(=O)Nc1nnc(S(=O)(=O)N(C)Cc2ccc(Cl)cc2)s1

Assay by compound	46	47	48	49
GPT2 inh	-2%	-6%	/	/
HEK293 tox	22%	?	?	/
NIH3T3 tox	i	-26%	-26%	/
FLuc inh	40µM*	8%	/	/
SNCA expr inh	61%[activator]	-15%	/	-6%
HEK293 viab	-6%	-13%	/	0%
IP6K1 inhibitor	35	-6	7	-1
